XIAP displacement – XIAP antagonists, biochemical, IAP family, fluorescence polarization (AID 1018). XIAP BIR domain, fluorescence polarization peptide displacement; higher % means a stronger effect. displacement, % at 20 µM, or IC50 in µM where a hit was titrated. 200,000 tested, 0.007% active; in the data active means displacement above about 50%; further: a part of the inactive calls stands beside numbers as strong as those of hits
WT yeast gro inh – growth inhibition of WT yeast, mitochondrial fusion screen; mitochondrial fusion phenotypic screen, WT strain; inhibition, % at 10 µM; 190,000 tested, 2.1% active; AID 1362; in the data active means inhibition above about 58%; tested in S. cerevisiae
RSV CPE inhibition – RSV antiviral activity via CPE protection, HEp-2 cells, primary 10 µM value included (AID 2391); HEp-2 cells, RSV-induced CPE inhibition; higher % means a stronger effect; CPE inhibition, % at 10 µM, or IC50 in µM where a hit was titrated; 310,000 tested, 0.13% active; in the data active means a potency from the dose series; inconclusive means CPE inhibition mostly from about 23% at the one dose, without a potency; inactive means the rest, 99 in 100 with CPE inhibition below about 21%; further: strong numbers were not always called active
Siah-1 displacement – blockers of Siah-1 interaction with plectin peptide – biochemical, fluorescence polarization, rhodamine-plectin, uHTS, primary screen (AID 1817); Siah-1 / rhodamine-plectin peptide fluorescence polarization; higher % means a stronger effect; one-dose displacement, % at 20 µM; IC50 in µM for titrated hits; 290,000 tested, 0.02% active;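 active means displacement of at least 50% at 20 µM, with a fluorescence ratio check between 0.3 and a set limit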;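 further: plate controls were Siah plus tracer with DMSO for no effect and tracer alone without Siah for full effect; strong numbers were not always called active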
Myeloid diff MLP – promotes myeloid progenitor differentiation. ER-HoxA9 myeloid progenitors, lysozyme-GFP differentiation, flow cytometry. calls only at 10 µM. 360,000 tested, 1% active. AID 624256;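 active means normalized GFP-positive differentiation at or above the plate's own cutoff, the solvent-only control mean plus 3 SD; inconclusive means no clear call, values can overlap the other calls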;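 further: cells exposed to compound for four days before flow analysis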
human PMI inhibition – inhibitors of human PMI, primary screen, biochemical, fluorescence intensity, coupled assay (AID 1209). inhibition, % at 20 µM, or IC50 in µM where a hit was titrated. purified PMI enzyme, coupled fluorescence intensity; higher % means a stronger effect. 190,000 tested, 0.42% active;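 further: plate controls were DMSO vehicle for no effect and wells lacking substrate for full effect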
PMI inhibition – MPI inhibition at elevated mannose 6-phosphate – biochemical, fluorescence intensity, high mannose 6-phosphate, primary screen (AID 1220). recombinant PMI enzyme, coupled fluorescence intensity; higher % means a stronger effect. inhibition, % at 20 µM, or IC50 in µM where a hit was titrated. 190,000 tested, 0.66% active
Salmonella PhoP GFP – inhibitors of PhoP regulon expression, primary screen, Salmonella Typhimurium, GFP reporter (AID 1863). 300,000 tested, 0.16% active. S. Typhimurium PhoP-regulated promoter GFP reporter, 4 h; higher % means a stronger effect. inhibition, % at 50 µM, or IC50 in µM where a hit was titrated;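 active means inhibition over 29.93%, a cutoff 3 SD above the screen mean, later confirmed by dose response; inconclusive means inhibition over 29.93% but no dose response follow-up; inactive means inhibition at most 29.93% or unconfirmed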;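 further: 0% = low Mg2+ inducing control and 100% = high Mg2+ repressing control; strong numbers were not always called active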
TNAP activators – human TNAP enzyme activators, primary screen, biochemical, luminescent, no phosphate acceptor, uHTS (AID 1001) | purified TNAP, luminescent activation assay, no phosphate acceptor; higher activation fold means a stronger effect | activation fold at 20 µM; hits with a dose series show EC50 in µM | 200,000 tested, 0.03% active; in the data active means activation fold from about 3, or a potency from the dose series; inactive means the rest, 99 in 100 with activation fold below about 1.6; further: many of its hits are not listed in these tables
WT yeast gro inh mutant strain – second read-out of WT yeast gro inh, no call of its own (marks repeat the call); inhibition, %; mitochondrial fusion phenotypic screen, mutant strain inhibition
Myeloid diff MLP GFP+ MAC1+ % – second read-out of Myeloid diff MLP, no call of its own (marks repeat the call); GFP+ MAC1+ double positive, %; measured here: differentiation confirmed by MAC1 staining
An asterisk follows results filed as active; i = inactive; u = inconclusive; x = no result given. Unless noted, no stated cut-off is given here; in the data, active means inhibition above about 50%; inactive means the rest.

SMILES	XIAP displacement	WT yeast gro inh	WT yeast gro inh mutant strain	RSV CPE inhibition	Siah-1 displacement	Myeloid diff MLP	Myeloid diff MLP GFP+ MAC1+ %	human PMI inhibition	PMI inhibition	Salmonella PhoP GFP	TNAP activators
CN1CCN(c2nc(Nc3ccc(O)cc3)nc3ccccc23)CC1	-8.7%	3	6	-3.6%	-4%	i	0.2	-15%	13%	-8%	1.1
O=C(O)c1cccc(-c2ccc(/C=N/Nc3nn[nH]n3)o2)c1	-6.6%	-9	-4	2.9%	15%	i	0.7	-15%	0%	-12%	1
CCCCSc1nnc(-c2ccc(NC(C)=O)cc2)n1C	-3.6%	10	-5	1.9%	4%	i	0.5	8%	2%	3%	1.2
COc1cccc(C(=O)NCc2ccc3[nH]c(C)cc3c2)c1	-8.2%	-5	-5	2.6%	-3%	i	0.9	-27%	10%	2%	1.1
CSCCC(NC(=O)c1ccccc1Cl)C(=O)N1CCN(c2ccccn2)CC1 (stereo unspecified)	x	x	x	0.4%	5%	i	0.0	x	x	-3%	x
Cc1nc2ccccc2c2c1C(=O)N(c1cccc(C(=O)O)c1)C2=O	-7.9%	-1	11	0.6%	3%	i	0.4	-2%	19%	4%	1.1
COc1ccc(NC(=O)c2cc(Cl)ccc2NC(=O)c2ccco2)c(OC)c1	0.1%	0	6	1.0%	-2%	i	2.0	1%	3%	0%	1.1
CSc1cc(C)n(-c2ccccc2C)c(=S)c1C(C)=O	-3.8%	-13	-13	2.5%	8%	i	0.9	-2%	-3%	-5%	1.1
COc1ccc(Cl)cc1NC(=O)c1oc(C)nc1C	-7.1%	-7	-4	1.4%	-4%	i	8.5	-7%	-19%	-1%	1
COc1ccc(N(CC(=O)NCCSc2ccccc2)S(C)(=O)=O)cc1	-4.9%	-21	-5	-0.8%	4%	i	0.5	5%	6%	-12%	1.1
CCN(CC)C(=O)c1sc(NC(=S)N2CCN(C(=O)C3CCCO3)CC2)c(C(=O)OC)c1C (stereo unspecified)	x	x	x	2.9%	-7%	i	1.8	x	x	11%	x
O=C(c1cccnc1)N1CCCc2ccccc21	-5.5%	-2	20	0.9%	3%	i	0.7	-2%	3%	1%	1.1

Laid out differently: entries from further up
> CSc1cc(C)n(-c2ccccc2C)c(=S)c1C(C)=O
  XIAP displacement = -3.8%
  WT yeast gro inh = -13
  WT yeast gro inh mutant strain = -13
  RSV CPE inhibition = 2.5%
  Siah-1 displacement = 8%
  Myeloid diff MLP = i
  Myeloid diff MLP GFP+ MAC1+ % = 0.9
  human PMI inhibition = -2%
  PMI inhibition = -3%
  Salmonella PhoP GFP = -5%
  TNAP activators = 1.1

> COc1ccc(NC(=O)c2cc(Cl)ccc2NC(=O)c2ccco2)c(OC)c1
  XIAP displacement = 0.1%
  WT yeast gro inh = 0
  WT yeast gro inh mutant strain = 6
  RSV CPE inhibition = 1.0%
  Siah-1 displacement = -2%
  Myeloid diff MLP = i
  Myeloid diff MLP GFP+ MAC1+ % = 2.0
  human PMI inhibition = 1%
  PMI inhibition = 3%
  Salmonella PhoP GFP = 0%
  TNAP activators = 1.1

Carrying on:
SMILES	XIAP displacement	WT yeast gro inh	WT yeast gro inh mutant strain	RSV CPE inhibition	Siah-1 displacement	Myeloid diff MLP	Myeloid diff MLP GFP+ MAC1+ %	human PMI inhibition	PMI inhibition	Salmonella PhoP GFP	TNAP activators
O=C(c1ccc(Cl)cc1)C(CN1CCCCC1)c1ccccc1 (stereo unspecified)	x	x	x	7.3%	2%	u	x	x	x	10%	x
Cc1ccc(-c2cc(C(=O)N3CCN(c4ccccc4O)CC3)c3ccccc3n2)o1	x	x	x	1.7%	0%	i	1.3	x	x	-3%	x
COc1ccc(C)cc1S(=O)(=O)N(C)CC(=O)NCc1ccco1	-5.5%	-12	1	0.5%	1%	i	0.6	8%	-1%	1%	1
COC(=O)C1CN(C(=O)C(C)Oc2ccccc2F)c2ccccc2O1 (stereo unspecified)	x	x	x	2.2%	-1%	i	0.8	x	x	-1%	x
COC(=O)c1ccc(COn2c(=O)c(C)[n+]([O-])c3ccccc32)cc1	-3.2%	-3	-10	2.3%	8%	i	0.5	-5%	-2%	3%	1.1
O=C(c1ccccc1F)N1C(=O)c2cccc3cccc1c23	-2.6%	2	-4	1.6%	1%	i	0.5	-3%	-1%	-7%	1
COC1=C(OC)C(=O)C(CCCCCCCCCCO)=C(C)C1=O	-1.9%	29	4	x	-3%	i	2.6	54%*	78%*	5%	1
N#Cc1cc2ccccc2nc1SCC(=O)Nc1ccccc1N1CCOCC1	-5.6%	5	9	6.5%	4%	i	6.7	10%	12%	-4%	1
CCCc1[nH]c2ccc(C(=O)OC)cc2c1CCC	x	x	x	0.2%	4%	i	0.4	x	x	-3%	x
CCOC(=O)CSc1nnc(-c2nnc(SCC(=O)OCC)n2CC)n1CC	-21%	-6	-17	-0.8%	0%	i	0.4	10%	1%	7%	1.1
CCOC(=O)C1CCCN(CCC(=O)Nc2ccc(Br)c(C)c2)C1 (stereo unspecified)	x	x	x	-0.6%	3%	i	0.5	x	x	2%	x
O=C(CN1C2CCCC1CC(NC(=O)c1ccccc1)C2)NC1CC1 (stereo unspecified)	-3.3%	2	-1	3.1%	-3%	i	0.5	-2%	-2%	-2%	1.1
CN(C)c1ccc(C(=S)N2CCN(Cc3ccccc3)CC2)cc1	-3.7%	32	24	-0.4%	5%	i	0.6	9%	14%	-15%	1
COc1ccc(CCNC(=O)C2CCN(S(=O)(=O)N3CCCCC3)CC2)cc1OC	-2.3%	0	-5	2.3%	1%	i	6.4	-2%	3%	5%	1.1
COc1ccc(/C=C/c2ccc3cccc(O)c3n2)cc1Br	x	x	x	0.5%	-3%	i	0.4	x	x	1%	x
CCN(c1ccccc1)S(=O)(=O)c1cccc(C(=O)NCC(c2ccco2)N2CCCC2)c1 (stereo unspecified)	x	x	x	1.5%	8%	i	0.4	x	x	1%	x
CC(=O)c1cccc(NC(=O)CN2C(=S)NC(C)(C)CC2C)c1 (stereo unspecified)	-5.8%	13	26	-1.4%	2%	i	0.8	1%	-2%	5%	1.1
CC(OC(=O)c1ccccc1O)C(=O)Nc1cccc(Cl)c1 (stereo unspecified)	-2.8%	-7	-8	15%	0%	i	0.8	0%	5%	3%	1.1
CC(=O)Nc1ccc(NC(=O)Cc2sc(-c3cccnc3)nc2-c2ccc(C)cc2)cc1	-3.7%	-38	-17	-0.1%	4%	i	1.3	8%	0%	5%	1.1
CCOc1ccc(-c2nnc(-c3snc(-c4ccc(F)cc4)c3N=CN(C)C)o2)cc1	-5.2%	16	18	1.8%	3%	i	0.8	-4%	-2%	-3%	1
CC(=O)c1ccc(NC(=O)Nc2ccc3c(c2)nc(C)n3C)cc1	-3.1%	-20	-7	9.7%	-2%	i	0.3	-1%	-2%	-3%	1
Cc1ccc(NC(=O)Cn2c([N+](=O)[O-])cnc2C)cc1	-7.1%	-5	8	0.5%	2%	i	0.1	x	x	11%	1.1
O=C(Nc1nnc(CCc2ccccc2)s1)c1ccc(F)cc1	x	x	x	1.4%	3%	i	0.1	x	x	-6%	x
CO/N=C(/CS(=O)Cc1ccccc1Cl)c1ccc(Cl)cc1Cl (stereo unspecified)	-3.7%	-1	18	1.6%	1%	i	7.6	6%	4%	-4%	1.1

Some of the entries above, reformatted:
SMILES | XIAP displacement | WT yeast gro inh | WT yeast gro inh mutant strain | RSV CPE inhibition | Siah-1 displacement | Myeloid diff MLP | Myeloid diff MLP GFP+ MAC1+ % | human PMI inhibition | PMI inhibition | Salmonella PhoP GFP | TNAP activators
CCOc1ccc(-c2nnc(-c3snc(-c4ccc(F)cc4)c3N=CN(C)C)o2)cc1 | -5.2% | 16 | 18 | 1.8% | 3% | i | 0.8 | -4% | -2% | -3% | 1
CC(=O)c1ccc(NC(=O)Nc2ccc3c(c2)nc(C)n3C)cc1 | -3.1% | -20 | -7 | 9.7% | -2% | i | 0.3 | -1% | -2% | -3% | 1
Cc1ccc(NC(=O)Cn2c([N+](=O)[O-])cnc2C)cc1 | -7.1% | -5 | 8 | 0.5% | 2% | i | 0.1 | x | x | 11% | 1.1
O=C(Nc1nnc(CCc2ccccc2)s1)c1ccc(F)cc1 | x | x | x | 1.4% | 3% | i | 0.1 | x | x | -6% | x
CO/N=C(/CS(=O)Cc1ccccc1Cl)c1ccc(Cl)cc1Cl (stereo unspecified) | -3.7% | -1 | 18 | 1.6% | 1% | i | 7.6 | 6% | 4% | -4% | 1.1

Remaining list, next part:
SMILES	XIAP displacement	WT yeast gro inh	WT yeast gro inh mutant strain	RSV CPE inhibition	Siah-1 displacement	Myeloid diff MLP	Myeloid diff MLP GFP+ MAC1+ %	human PMI inhibition	PMI inhibition	Salmonella PhoP GFP	TNAP activators
O=C(c1ccco1)N1CCN(c2ccnc3cc(Cl)ccc23)CC1	3.0%	5	8	6.4%	8%	i	0.0	-1%	-8%	1%	1.1
O=C(COc1ccccc1)Nc1nnc(-c2ccccc2Cl)o1	x	x	x	2.3%	1%	i	0.9	x	x	-12%	x
O=C(O)CC1(CC(=O)N2CCN(CCO)CC2)CCCC1	-1.8%	-10	16	3.6%	-9%	i	0.2	3%	7%	9%	1.1
CCC(C)NC(=O)CN(c1ccc(OC)cc1)S(=O)(=O)c1ccccc1 (stereo unspecified)	-5.9%	-9	15	-1.7%	2%	i	0.4	x	x	3%	1.1
c1ccc(C[n+]2cccc(-c3ccccc3)c2)cc1	-9.8%	-9	-19	19%	-6%	i	0.8	28%	6%	11%	1.1
Cc1ccc(NC(=S)N/N=C/c2c(C)nn(-c3ccccc3)c2N2CCCC2)cc1	0.6%	35	-1	2.1%	-1%	i	0.4	0%	1%	-2%	1
COc1cc(/C=N/NC(=O)c2ccc(NC(=O)C3CCCCC3)cc2)ccc1O	x	x	x	1.0%	1%	i	0.3	x	x	0%	x
CC1CCc2sc(NC(=O)C3CC(Cl)=CCC3C(=O)O)c(C#N)c2C1 (stereo unspecified)	-4.1%	19	7	1.5%	3%	i	0.2	8%	5%	-4%	1.1
CC(C)(C)OC(=O)NC(CO)c1cn([C@@H](Cc2cc3ccccc3[nH]2)C(=O)N2CCN(C(=O)OC(C)(C)C)CC2)nn1 (stereo partly specified)	-0.5%	1	-1	1.4%	5%	i	1.2	2%	-6%	-6%	1.2
C=CCn1c(=O)c2c(C)c(C)sc2n2c(Nc3ccc(OC)cc3)nnc12	-2.2%	20	27	0.9%	-1%	i	0.7	6%	0%	-12%	1.1
COc1ccc(NC(=O)c2ccc(N3CCOCC3)nc2)cc1	x	x	x	1.4%	4%	i	0.5	x	x	-6%	x
N#Cc1ccc(-c2cccs2)nc1SCc1cccnc1	x	x	x	2.7%	-1%	u	x	x	x	-9%	x
CCOc1cc(-c2nc(-c3ccncc3)no2)cc(OCC)c1OCC	-5.6%	-6	-4	0.2%	-2%	i	0.7	-7%	-3%	1%	1.1
Cc1csc(Nc2ccccc2)n1	-4.1%	14	5	1.1%	3%	i	0.8	-3%	-2%	11%	1.1
COc1cc(C(=O)Nc2nnc(-c3sccc3C)s2)cc(OC)c1OC	-2.3%	-14	-10	0.0%	21%	i	0.8	8%	5%	-3%	1.1
C[C@]12CCC(O)CC1=CCC1C2CC[C@]2(C)/C(=N\NC(N)=S)CCC12 (stereo partly specified)	x	x	x	16%	0%	i	0.4	x	x	-2%	x
